# From PubChem
# cytoskel mod: alters cytoskeleton assembly in HUVEC cells. inhibition, % at 2 µM. hit rate 0.18% among 91,000. AID 836. HUVEC TNFa F-actin phalloidin imaging, high content;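 active = inhibition above the batch mean plus 3 SD and confirmed as a hit by visual image inspection, cut at about 30% in these data, passing the limit was not always enough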; note: strong numbers were not always called active
# PTPN22 inh 2: inhibitors of human LYP (PTPN22) phosphatase; recombinant LYP catalytic domain, DiFMUP fluorescence; inhibition, % at 2 µM; hit rate 0.21% among 96,000;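 active = inhibition at 2 µM at or above a set limit, the screen mean plus 3 SD, cut at about 24% in these data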;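 note: 0% = DMSO with enzyme and 100% = enzyme fully blocked by orthovanadate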
# VCAM1 TNFa inh: reduces TNF alpha induced VCAM1 expression in HUVEC | HUVEC TNFa-induced VCAM-1 immunofluorescence, high-content imaging | inhibition, % at 2 µM | hit rate 0.48% among 95,000 | AID 802;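 active = inhibition above the batch mean plus 3 SD, with images confirmed as a hit by eye, cut at about 37% in these data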;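 note: 0% = TNF-stimulated DMSO wells and 100% = unstimulated control wells; not every result past the cut was called active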
# DAT uptake mod: human DAT dopamine uptake with cocaine, either direction | AID 449768 | Q01959 | LLC-PK1 hDAT cells, [14C]-dopamine uptake with cocaine IC80; actives deviate in either direction | hit rate 1.3% among 110,000 | B-score at 10 µM;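 active = Z score or B-score, a plate-position-corrected score, falls beyond the plate's 99.7% confidence bounds, in either direction; inactive = both scores lie inside the 99.7% bounds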;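 note: scored against the spread of the other compound wells on the same plate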
# Target sequence (Q01959 whole entry, looked up): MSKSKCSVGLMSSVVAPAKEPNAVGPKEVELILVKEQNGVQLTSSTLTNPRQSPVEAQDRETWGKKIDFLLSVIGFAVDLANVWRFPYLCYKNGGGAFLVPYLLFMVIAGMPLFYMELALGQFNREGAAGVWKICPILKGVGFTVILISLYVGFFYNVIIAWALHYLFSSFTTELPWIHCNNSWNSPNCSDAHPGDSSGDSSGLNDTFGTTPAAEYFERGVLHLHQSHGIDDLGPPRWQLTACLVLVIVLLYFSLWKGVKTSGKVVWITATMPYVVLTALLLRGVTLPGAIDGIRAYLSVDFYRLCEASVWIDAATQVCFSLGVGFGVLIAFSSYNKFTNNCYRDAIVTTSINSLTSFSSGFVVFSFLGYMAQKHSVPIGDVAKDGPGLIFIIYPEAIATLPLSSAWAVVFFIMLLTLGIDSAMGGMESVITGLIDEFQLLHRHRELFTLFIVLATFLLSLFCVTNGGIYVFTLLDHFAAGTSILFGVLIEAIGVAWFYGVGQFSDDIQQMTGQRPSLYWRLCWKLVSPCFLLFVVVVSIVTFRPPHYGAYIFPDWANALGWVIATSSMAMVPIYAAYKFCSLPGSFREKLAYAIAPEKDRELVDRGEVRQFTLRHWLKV
# Smad3 inh: Smad3 (human) transcription factor binding inhibition. inhibition, % at 25 µM. AID 630. P84022. TR-FRET Smad3/Dy647-FoxH1 peptide binding, europium anti-His. hit rate 0.29% among 88,000;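 active = compounds that reduce the energy-transfer binding signal between the protein and its labelled peptide by more than half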;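 note: 0% = Smad3 plus labelled peptide maximal FRET and 100% = peptide-only background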
# Target sequence (P84022 whole entry, looked up): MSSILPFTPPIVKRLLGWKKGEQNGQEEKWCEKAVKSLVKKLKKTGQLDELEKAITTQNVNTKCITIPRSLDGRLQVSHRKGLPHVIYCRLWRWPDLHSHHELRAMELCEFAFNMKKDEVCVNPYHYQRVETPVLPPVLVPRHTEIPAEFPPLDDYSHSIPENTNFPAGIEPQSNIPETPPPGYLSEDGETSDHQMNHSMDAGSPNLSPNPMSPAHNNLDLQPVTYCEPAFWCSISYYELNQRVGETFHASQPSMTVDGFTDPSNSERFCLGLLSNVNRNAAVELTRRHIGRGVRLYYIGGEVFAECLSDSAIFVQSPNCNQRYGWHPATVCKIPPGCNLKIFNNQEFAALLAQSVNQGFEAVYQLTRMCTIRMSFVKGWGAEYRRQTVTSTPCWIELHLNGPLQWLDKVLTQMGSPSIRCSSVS
# HUVEC tox TNFa: toxic to HUVEC cells under TNF alpha stimulation; HUVEC TNFalpha-stimulated, Hoechst cell count, imaging; cell count reduction, % at 2 µM; hit rate 0.17% among 93,000; AID 848;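 active = cell count reduction exceeding the screen mean by over 5 SD, scaled to untreated wells per plate, cut at about 78% in these data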;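 note: cells counted after 24 h of TNF alpha exposure following the 1 h pretreatment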
# Candida biofilm: kills Candida albicans biofilms; C. albicans biofilm + clotrimazole, Alamar Blue; AID 834; inhibition, % at 6 µM; hit rate 0.14% among 85,000;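 active = inhibition above 20%; inactive = inhibition below 20%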;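 note: preformed 24 hr biofilms exposed to compound for 48 hr; 0% = biofilm without compound and 100% = blank killed by clotrimazole plus chlorhexidine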
# HUVEC tox IL1B: toxic to HUVEC cells under IL-1B stimulation. hit rate 0.41% among 94,000. AID 845. cell count reduction, % at 2 µM. HUVEC cell count loss, Hoechst imaging, IL-1B stimulated;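 active = cell count reduction more than 3 SD above the screen-wide mean, cut at about 70% in these data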;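 note: normalized per plate to untreated control cells as the no-loss baseline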
# MT1-MMP txn act: activates MT1-MMP transcription | HT1080 MT1-MMP promoter luciferase reporter, luminescence, overnight; hits give high values | activation factor at 10 µM | hit rate 0.16% among 86,000 | AID 750;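 active = activation factor of at least 2 for MT1-MMP transcription at 10 µM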
# * marks the source's active call; other numbers are inactive results; nt = not tested or not shown; [ ] = dose if it differs, or a comment. A portion of the library. The share of hits here may be higher or lower than overall.
SMILES,cytoskel mod,PTPN22 inh 2,VCAM1 TNFa inh,DAT uptake mod,Smad3 inh,HUVEC tox TNFa,Candida biofilm,HUVEC tox IL1B,MT1-MMP txn act
Cc1c(Nc2cc(N3CCCC(C)C3)c3nonc3c2[N+](=O)[O-])c(=O)n(-c2ccccc2)n1C (stereo unspecified),3,-1,5,nt,nt,0,nt,-23,nt
CCCCn1nnc(NC(=O)c2ccc(-c3ccccc3)cc2)n1,-24,3,-4,-0.36,3,-4,7,15,1.1
CC12C(=O)N(Cc3ccco3)C(=O)C1C1c3ccccc3C2c2ccccc21 (stereo unspecified),16,0,11,-1.7,5,-26,4,-3,1.1
c1ccc2c(c1)CCCN2Cc1nnnn1C1CCCC1,8,-3,-7,-0.6,12,-10,0,-7,1.2
CCOC(=O)c1oc2cccc(O)c2c1CN(Cc1ccccc1)C(C)=O,-25,-6,-8,-1.6,nt,3,nt,50,nt
CC12CCC(C(=O)NCCCn3ccnc3)(OC1=O)C2(C)C (stereo unspecified),nt,-4,nt,1.1,4[fluorescence artefact?],nt,7,-67,1
Cc1ccc(C)c(N2CCN(C(=O)c3ccc(CS(=O)(=O)c4ccccc4C)o3)CC2)c1,-14,-2,20,1.4,14[fluorescence artefact?],8,8,-23,1
CCN(CC)C(=O)CN(C#N)c1nc(NC(C)C)nc(NC(C)C)n1,29,-1,-4,0.34,10,-17,-7,-10,1.1
Nn1c(SCC(=O)NC2CCCc3ccccc32)nnc1-c1cccs1 (stereo unspecified),30,5,6,0.098,-4,-10,3,-2,1.1
COc1ccccc1NC(=O)CSc1nnc(-c2ccco2)o1,nt,6,nt,0.024,-8,nt,-2,nt,1.2
Oc1oc(-c2ccccc2)nc1C=Nc1ccccc1,14,-3,13,0.25,-10,-14,0,1,1.5
Cc1nc(N2CCN(Cc3ccccc3)CC2)c(C#N)c2c1COC(C)(C)C2,22,1,-9,0.0081,9,-4,7,-7,1.1
Cc1ccc(C(=O)N2CCC(C(=O)NCc3cccnc3)CC2)cc1,7,1,-6,0.33,-5,-10,6,-9,1.3
Cc1onc(-c2ccccc2)c1C(=O)N1CCN(C(=O)c2ccco2)CC1,4,-11,-1,0.38,8,-32,-2,-10,1.1
COc1ccc(OC)c(NC(=O)CCn2cccc2)c1,-67,7,-3,-2.2,14,5,2,-14,1.1
O=C(Cc1cccs1)Nc1ccc(Cl)cc1,nt,-5,nt,0.78,11,nt,-1,-9,1.3
C(/CCc1ccccc1)=N\n1cnnc1,-9,1,-29,-1.5,-13,nt,-6,0,1.1
CC(=O)Oc1ccc(-c2csc(Nc3cccnc3)n2)cc1,-13,9,0,nt,-10,-12,-2,36,1.1
CCCCN1C2CCCC1CC(NC(=O)N(C(C)C)C(C)C)C2 (stereo unspecified),0,-2,14,nt,-4,-34,2,-21,1.2
C=CCOC(=O)c1[nH]c2c(c1C)C(=O)CC(c1ccco1)C2 (stereo unspecified),nt,nt,nt,-1,-1,nt,11,nt,0.4
O=C(NCC1CCCO1)c1ccc2ccccc2n1 (stereo unspecified),0,4,17,-0.07,11[fluorescence artefact?],-22,3,-4,1.3
CCN(c1ccccc1)S(=O)(=O)c1ccc(OC)c(OC)c1,1,-3,-17,0.82,-6,8,-2,-1,0.9
CC(=O)[C@@H]1[C@@H]2C(=O)N(C3CCCCC3)C(=O)[C@@H]2C2c3ccccc3C=CN21 (stereo partly specified),-13,2,-3,-0.019,6,-7,0,0,1.1
C/C(N)=C(/C#N)C(=O)COC(=O)C1Cc2ccccc2CN1S(C)(=O)=O (stereo unspecified),-18,-1,20,0.63,4,-4,7,0,1
O=C(CNC(=O)c1ccco1)OCN1C(=O)c2ccccc2C1=O,-17,-7,21,-1.4,-1,-23,-5,-6,1.1
# (more compounds)
SMILES,cytoskel mod,PTPN22 inh 2,VCAM1 TNFa inh,DAT uptake mod,Smad3 inh,HUVEC tox TNFa,Candida biofilm,HUVEC tox IL1B,MT1-MMP txn act
CC(=O)c1cn(CC(=O)NCc2ccco2)c2ccccc12,7,-5,10,0.0058,-22,2,4,-14,1.3
CCOC(=O)C1(S(=O)(=O)c2ccc(Cl)cc2)CCN(Cc2ccccc2)CC1,-18,-5,-18,-0.92,nt,-35,nt,-79,nt
CN1CCN(C(=O)CCNC(=O)Cn2ccc3ccccc3c2=O)CC1,-17,-3,1,-0.35,2,-8,nt,-15,1.1
CC(Nc1n[nH]c(=S)[nH]c1=O)C(=O)OCc1ccccc1 (stereo unspecified),nt,nt,nt,0.75,-16,nt,7,nt,1.5
O=C(CSc1nc2ccccc2n1-c1ccccc1)NCC1CCCO1 (stereo unspecified),-9,-16,10,0.2,5,4,6,-5,1
C=CCc1ccccc1OCC(O)CNC(C)C (stereo unspecified),nt,nt,nt,-0.77,2,nt,6,nt,1.1
CCOC(=O)N1CCC(NC(=O)c2cc3c(C)nc4ccccc4c3o2)CC1,5,5,8,-0.011,0,-26,13,-7,1
CCCCOC(=O)Nc1cccc(C(=O)OCC)c1,16,3,10,-0.19,-3,-48,10,36,1.5
O=C(Cn1c(NCCO)nc2ccccc21)c1cccs1,6,3,-4,0.92,10,-57,7,-19,1.2
CCOc1ccc(NC(=O)CSc2nnc(-c3ccccc3)n2N)cc1,0,0,4,1.5,-7,-3,4,5,1.2
N#Cc1cc2c(nc1SCC1COc3ccccc3O1)CCC2 (stereo unspecified),-54,-7,-4,-0.55,nt,-16,nt,2,1.9
O=C(CSc1nnc(-c2cnccn2)n1Cc1ccco1)c1ccccc1,13,-7,3,-1,-12,-10,-2,-17,1.3
CCOC(=O)c1c(CN2CCN(c3ccccc3)CC2)oc2ccc(O)cc12,nt,nt,nt,-0.26,-3,nt,-2,nt,1
CC1CCN(CC(O)COc2cccc(F)c2)CC1 (stereo unspecified),nt,nt,nt,-0.77,-9,nt,3,nt,1.1
CCCCCOC(=O)Cc1c(O)c2ccccc2n(C)c1=O,8,-23,3,-0.86,1,-36,4,-4,1.2
O=c1oc(-c2ccccc2[N+](=O)[O-])nc2ccccc12,44,-4,-9,-0.27,nt,-20,nt,-17,nt
O=C(CN1CCN(Cc2ccccc2Cl)C1=O)NCc1ccco1,11,2,4,-1.6,-1,-23,2,nt,1
O=C1/C(=C\Nc2ccc(OC(F)(F)F)cc2)CCN1c1ncccn1,-10,-6,9,-0.38,4,1,-2,27,1.5
CCOC(=O)c1ccc(-n2cncn2)nc1,6,-9,25,0.78,-3,-11,12,nt,1.2
O=C(NCc1ccc2c(c1)OCO2)c1ccc(COc2cccc(Cl)c2)o1,nt,-3,9,nt,-13,-21,-1,-2,1.2
Cc1ccc(/C=N/N2CCN(Cc3ccc(Cl)cc3)CC2)o1,-5,1,-5,0.7,8,4,3,-1,1
O=C(Cc1cn2ccsc2n1)NCCc1ccc(F)cc1,nt,nt,nt,0.45,0,nt,5,nt,1.1
CCOC(=O)N1CCN(S(=O)(=O)c2cc(OCC)ccc2OCC)CC1,48,7,-14,0.55,-8,-15,3,0,1
COc1ccc(-n2nnnc2SCC(=O)Nc2ccc3c(c2)OCCO3)c(OC)c1,nt,6,13,0.45,-5,-4,10,-14,1.7
O=C(NC1CCCC1)c1ccccc1-c1nc2ccccc2[nH]1,22,4,-6,-0.34,2,-22,0,-49,nt
# More compounds
SMILES,cytoskel mod,PTPN22 inh 2,VCAM1 TNFa inh,DAT uptake mod,Smad3 inh,HUVEC tox TNFa,Candida biofilm,HUVEC tox IL1B,MT1-MMP txn act
CSc1nnc(-c2cc3c(-c4ccccc4)nn(C)c3s2)n1C,-21,-5,8,-0.041,nt,-21,nt,-18,nt
CCN(CC)C(=O)CSc1nc2ccc(NC(=O)CSc3nnc(COc4ccccc4C)n3C)cc2s1,14,6,-2,0.049,nt,0,nt,-67,nt
Cn1nnnc1SCC(=O)NC(=O)NCc1ccccc1,12,3,-19,0,-12,-39,-1,-1,1.2
COc1cccc(OCc2nc3ncc(Br)cc3[nH]2)c1,19,3,10,0.43,17[fluorescence artefact?],-33,3,-29,1.4
CC1CCCCN1C/C=C/c1ccccc1[N+](=O)[O-] (stereo unspecified),-38,3,13,0.64,nt,24,nt,-9,nt
Cc1cc(C(=O)COC(=O)Cn2cnc3c2c(=O)n(C)c(=O)n3C)c(C)n1C,7,-4,-5,0.08,3,-4,3,5,1.1
O=C1CSC(=Nc2cc(Cl)ccc2Cl)N1,6,-5,9,-1.9,-3,8,7,-22,1.1
CCOc1cc(C(N)=O)cc(OCC)c1OCC,26,-8,-4,0.054,-8,-7,3,-38,1
COc1ccc2nc(N3CCCC3)[nH]c2c1,-3,-8,6,-0.68,6,-18,5,-14,1.2
CCCCCCNCCn1cnc2c(N)ncnc21,-26,-3,9,-0.78,4[fluorescence artefact?],-1,9,-4,1.2
Cc1cccc(OCc2nc(-c3ccc(-n4cccc4)cc3)no2)c1,-2,4,10,-0.93,-3,-31,0,6,nt
CC1CCN(C(=O)C2CCN(CCCc3ccccc3)CC2)CC1,nt,nt,nt,-1.5,-6,nt,5,nt,1
O=C1CC(N2CCN(c3ccccc3Cl)CC2)C(=O)N1c1ccccc1 (stereo unspecified),1,-2,-2,-0.26,0,-2,5,-16,1.1
Cn1cccc1/C=C1\SC(=O)N(CC(=O)Nc2ccc(Cl)cc2)C1=O,26,1,9,-0.61,nt,-20,nt,13,nt
COCCCNc1cc(C)nc2ccccc12,4,-8,-5,0.72,0,-16,3,5,1.2
CCCCn1c(SCC(=O)NC(=O)NCc2ccco2)nc2cc(S(N)(=O)=O)ccc21,16,6,2,0.042,-7,-14,9,10,1.1
CC(C)(C)NC(=O)Cn1nnc(-c2cccs2)n1,18,-3,-4,0.33,-2,-51,-2,-14,1.4
COc1ccccc1CNC(=O)CCCOc1cc(=O)n(C)c2ccccc12,-34,6,2,-0.22,0,-4,6,-5,1.2
Nc1c(C(=O)NC2CCCCC2)nsc1C(=O)OCC(=O)NC1CCCCC1,-4,12,4,-0.23,-7,-19,10,-13,1
O=C(Nc1cccc(Cl)c1Cl)C1CCN(c2ncccn2)CC1,-14,-4,11,0.63,2,-8,6,-3,1
COCC(=O)Nc1cc(C(=O)Nc2ccccc2C)ccc1Cl,1,5,3,-0.0019,nt,-21,nt,17,nt
O=C(c1ccc(F)cc1)c1c[nH]c(C(=O)NCCCN2CCOCC2)c1,-44,0,-12,0.025,nt,-12,nt,0,nt
COc1cccc(NC(=O)COc2ccccc2C(N)=O)c1,6,-1,-10,-0.23,-4,-21,-4,26,0.9
CC[C@H](C)[C@H](NS(=O)(=O)c1ccc(C)cc1)C(=O)N1CCC(C(=O)N[C@@H](C)C(=O)O)CC1,-2,0,10,-0.46,4,-8,6,-18,1.1
CCCCOc1ccc(C(=O)N/C(=C\c2cccc([N+](=O)[O-])c2)C(=O)OC(C)C)cc1,8,-2,2,0.12,nt,14,nt,-22,nt
# Later entries.
SMILES,cytoskel mod,PTPN22 inh 2,VCAM1 TNFa inh,DAT uptake mod,Smad3 inh,HUVEC tox TNFa,Candida biofilm,HUVEC tox IL1B,MT1-MMP txn act
Cc1[nH]nc2ncc(C(=O)c3cc(Cl)cc(Cl)c3O)cc12,19,6,7,-0.084,nt,-17,nt,7,nt
CCC(C)(C)n1nnnc1C(C(C)C)N1CCC(C(N)=O)CC1 (stereo unspecified),5,0,-4,0.31,0,-9,4,-6,1.1
CCOC(=O)CSc1nc(C2CC2)cc(-c2ccc(F)cc2)c1C#N,6,0,9,-0.19,nt,-12,nt,-46,nt
C1CCC(Nc2nnnn2C2CCCCC2)CC1,-1,4,-4,-0.58,14,-11,-4,-31,1.2
CCC(=O)N(Cc1ccco1)c1nc(-c2ccc(OC)cc2)cs1,-24,7,5,0.23,-1,-9,11,5,1.3
COCc1cc(C)nc(SCC(=O)N2CCC(C)CC2)c1C#N,-3,-8,-12,-0.033,2,9,-1,18,1.1
CC1CCN(c2cc(N3CCOCC3)c([N+](=O)[O-])cc2F)CC1,0,17,4,-1,nt,0,nt,-5,nt
